Screening data (PubChem BioAssay)
PolyA inh – yeast polyadenylation inhibition; S. cerevisiae SKY197-pL101 polyadenylation reporter, beta-gal luminescence; efflux-impaired pdr1/pdr3 knockout yeast; score 100 = 6 SD above DMSO; calls only at 12 µM; 300,000 compounds, 0.02% hits;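 active = lowest replicate activity score at least 50, where 100 means six control SD above control mean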;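 also: yeast exposed to compound for 9 h at 30 °C; higher score means more reporter readthrough which indicates perturbed polyadenylation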
TRPC6 activator – mouse TRPC6 channel activation | Q61143 | HEK293-TRPC6 membrane potential dye fluorescence; hits give high values | B-score at 10 µM | 310,000 compounds, 0.13% hits | AID 2550;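 active = B-score of the integrated fluorescence ratio above library mean plus 3 SD, and starting fluorescence ratio within library mean plus 5 SD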;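 also: higher score means more depolarization so channel activation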
TRPC4 agonist – TRPC4 (mouse) channel activation; AID 2237; HEK293 TRPC4beta/mu-opioid, Fluo4 calcium fluorescence; hits give high values; B-score at 10 µM; 310,000 compounds, 0.49% hits;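 active = B-score above 5 SD of library B-scores, and initial fluorescence ratio not above library mean plus 5 SD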;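 also: positive B-score marks a calcium rise read as TRPC4 activation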
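System: HEK293 cells stably co-expressing mouse TRPC4beta and mu-opioid receptor; Schedule: Fluo4 dye loading 45 min at room temperature, 110 s recording; Detection: Fluo4 fluorescence, kinetic; Evaluation: B-scored integrated calcium fluorescence ratio; Controls: buffer (low) and maximal DAMGO (high).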
MrgX1 allo act – allosterically activates human MrgX1 receptor signaling; MrgX1-HEK293, Fluo-4 calcium flux, FDSS; hits give high values; 310,000 compounds, 0.63% hits; B-score at 10 µM; AID 588675; Q96LB2;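 active = plate-corrected calcium response at least 3 library SD above typical, normal starting fluorescence, not activating the receptor alone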;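 also: compound read alongside a low EC10 to EC30 dose of BAM8-22 agonist; peak minus trough fluorescence over baseline measured at the second addition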
Target sequence (Q96LB2 whole entry, looked up): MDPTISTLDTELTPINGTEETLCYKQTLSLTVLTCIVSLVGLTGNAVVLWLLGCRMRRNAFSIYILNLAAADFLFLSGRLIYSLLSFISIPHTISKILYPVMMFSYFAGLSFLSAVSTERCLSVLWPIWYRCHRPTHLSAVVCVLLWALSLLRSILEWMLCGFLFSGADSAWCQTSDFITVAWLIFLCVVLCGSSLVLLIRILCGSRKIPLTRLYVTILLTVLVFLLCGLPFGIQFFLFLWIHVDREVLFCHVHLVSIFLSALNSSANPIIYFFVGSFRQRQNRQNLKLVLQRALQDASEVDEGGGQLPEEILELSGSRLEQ
MrgX1 agonist – human MrgX1 receptor agonism, primary screen | Q96LB2 | MrgX1-HEK293 cells, Fluo-4 calcium fluorescence, agonist mode; hits give high values | B-score at 10 µM | 310,000 compounds, 0.44% hits | AID 588627;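 active = calcium response B-score plate-corrected fluorescence ratio at least 3 library SD, with starting fluorescence B-score inside 5 SD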
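Material: MrgX1-expressing HEK293 cells / Dosing: compound as first of three additions / Incubation: overnight seeding, then 1 h dark dye loading / Signal: Fluo-4 NW calcium fluorescence / Evaluation: B-scored fluorescence response ratio / Benchmarks: positive and negative control wells on each plate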
MrgX1 antagonist – blocks BAM8-22 activation of human MrgX1 receptor. Q96LB2. MRGX1-HEK293 calcium flux, Fluo-4, BAM8-22 antagonism; hits give low values. B-score at 10 µM. 310,000 compounds, 1.3% hits. AID 588676;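 active = calcium-response B-score plate-corrected more than 3 library SD below zero, starting fluorescence within 5 deviations, no agonist response on first addition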;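 also: peak minus trough fluorescence over baseline after final BAM8-22 challenge near maximal dose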
AI-2 QS mod – Vibrio harveyi AI-2 quorum sensing modulation; Vibrio harveyi JMH597 AI-2 luminescence/OD600 ratio, 9 h; hits give low values; strain lacks LuxN and CqsS sensors; 0 = neutral-control median; activity change, % at 7.5 µM; 300,000 compounds, 0.4% hits; in the data active = activity change below about -75%, passing the limit was not always enough;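 also: luminescence divided by OD600 gain over 9 h not by final OD600 alone; inactives centre near 13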
HIF act – HIF pathway transcriptional activation; U2OS HRE-luciferase reporter, luminescence; normalized: DMSO 0%, desferrioxamine 100%; activation, % at 7.5 µM (by protocol); 300,000 compounds, 0.32% hits; AID 1910;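 active = mean activation of at least 10% of the iron chelator positive control signal, with at least half of replicates also reaching 10%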
TRPC4 potent – TRPC4 (mouse) allosteric potentiation; Q9QUQ5; HEK293 TRPC4beta/mu-opioid, DAMGO EC20, Fluo-4 Ca2+ flux; hits give high values; B-score at 10 µM; 310,000 compounds, 0.42% hits;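 active = B-score of calcium response area above 5 SD of library B-scores, with initial fluorescence ratio within 5 SD of library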;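 also: B-score of integrated fluorescence ratio over time as area under calcium response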
TRPC6 inhibitor – mouse TRPC6 channel inhibition; Q61143; HEK293-TRPC6, membrane potential dye, ACh-evoked depolarization; hits give low values; B-score at 10 µM; 310,000 compounds, 1.1% hits; AID 2553;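 active = B-score under library mean minus 3 SD, initial fluorescence not abnormally high, positive integrated signal ratio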;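 also: B-score derived from integrated fluorescence ratio over the kinetic read; more negative B-score means stronger inhibition of depolarization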
TRPC4 inh – blocks the mouse TRPC4 cation channel. Q9QUQ5. HEK293 TRPC4beta/mu-opioid, DAMGO-evoked Fluo4 calcium flux; hits give low values. B-score at 10 µM. 300,000 compounds, 0.39% hits;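 active = B-score over 3 SD under the library average, no early fluorescence shift, positive overall ratio signal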
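Material: HEK293 cells with stable TRPC4beta plus mu-opioid receptor expression; probe or stimulus: DAMGO in two steps, submaximal then maximal; technique: Fluo4 calcium fluorescence by kinetic imaging, 5 s 1 Hz baseline; measure: integrated fluorescence ratio relative to baseline, converted to per-well B score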
Active calls of the source: *; i = inactive; . = not tested or not shown. The list is partial (hit frequency here may not be typical).

SMILES | PolyA inh | TRPC6 activator | TRPC4 agonist | MrgX1 allo act | MrgX1 agonist | MrgX1 antagonist | AI-2 QS mod | HIF act | TRPC4 potent | TRPC6 inhibitor | TRPC4 inh
CCCCN=CC1=C(O)CC(c2ccccc2)CC1=O (stereo not given) | i | i | i | i | i | i | -25.9 | -0.2 | i | i | i
COc1ccc(N2CCN(C(=O)c3cc4c(s3)-c3ccccc3S(=O)(=O)C4)CC2)cc1 | i | i | i | i | i | i | 36.8 | -0.1 | i | i | i
CC(=O)NCCNC(=O)c1ccc(NC2=NC3CS(=O)(=O)CC3S2)cc1 (stereo not given) | i | i | i | i | i | i | -11.2 | 1.7 | i | i | i
COc1ccc(CCNC(=O)c2ccc([N+](=O)[O-])cc2Cl)cc1OC | i | i | i | i | i | i | 23.8 | -0.5 | i | i | i
CC/C(=N\Nc1nncc2ccccc12)c1ccc(F)cc1 | i | i | i | i | i | i | -10.7 | 1.2 | i | i | i
CCCCN1C(=S)NC[C@@H]1c1ccccc1 | i | i | i | i | i | i | 2.1 | -0.6 | i | i | i
CCCOc1ccc(C(=O)NCCC(=O)NCCCC(=O)OCC)cc1 | i | i | i | i | i | i | 13.5 | -0.5 | i | i | i
Cc1cc(C)c2nc(N3CCC(C(=O)N4CCCC4)CC3)sc2c1 | i | i | i | i | i | i | 15.7 | -0.2 | i | i | i
NC(=O)c1sc2nc3c(c(-c4cccs4)c2c1N)CCCC3 | i | i | i | . | . | . | 23.9 | 5.7 | i | i | i
CC(=O)Nc1ccc2c(c1)C(=O)N(c1ccc(C)cc1)C2=O | i | i | i | i | i | i | 7.6 | 0.7 | i | i | i
CC(=O)NCC(=O)N1CCCC(C(=O)c2ccc(-c3ccccc3)c(F)c2)C1 (stereo not given) | i | i | i | i | i | i | 8.3 | 0.0 | i | i | i
O=C(NCCN1CCOCC1)/C(=C\c1ccccc1Cl)NC(=O)c1ccccc1 | i | i | i | i | i | i | 7.4 | 0.4 | i | i | i
CN1C(=O)C2(C(C#N)=C(N)N(c3ccc(Cl)cc3)C3=C2C(=O)CC(C)(C)C3)c2ccccc21 (stereo not given) | i | i | i | i | i | i | -3.2 | 0.1 | i | i | i
CSc1cccc(NC(=O)C2CC(=O)N(Cc3ccccc3)C2)c1 (stereo not given) | i | i | i | i | i | i | 16.2 | -0.1 | i | i | i
COc1cc(COC(=O)Oc2ccc(CNC(C)=O)cc2OC)c([N+](=O)[O-])cc1OC | i | i | i | i | i | i | 2.2 | -1.6 | i | i | i
CCc1nnc(NC(=O)[C@@H](NC(=O)c2ccc(OC)cc2)C(C)C)s1 | i | i | i | i | i | i | -5.2 | 0.4 | i | i | i
Cc1cccc(/C(N)=N/OC(=O)c2ccco2)c1 | i | i | i | i | i | i | 25.7 | 0.3 | i | i | i
O=C(Cc1cccc(F)c1F)NC1CCCN(Cc2ccc(Cl)cc2)C1 (stereo not given) | i | i | 106* | i | i | i | 6.0 | -0.3 | i | i | i
COCCNC(=O)COc1ccccc1C | i | i | i | i | i | i | 7.9 | 0.2 | i | i | i
CCOCCCNS(=O)(=O)c1cc(Br)cc2c1N(C(=O)C1CC1)CC2 | i | i | i | i | i | i | 7.5 | 0.1 | i | i | i
CCn1cc(C(=O)NCCO)c(=O)c2cc(F)c(N3CCN(C)CC3)cc21 | i | i | i | i | i | i | 9.3 | -0.8 | i | i | i
COc1ccc(C2c3c(-c4ccccc4O)n[nH]c3C(=O)N2Cc2ccco2)cc1OC (stereo not given) | i | i | i | i | i | i | 22.6 | -0.6 | i | i | i
CCn1c(O)c(N=NC(=O)CNC(=O)Cc2ccccc2)c2ccccc21 | i | i | i | i | i | i | -4.6 | 0.4 | i | i | i
COc1ccc2nc(NC(=O)c3ccc(NS(=O)(=O)c4cccs4)cc3)sc2c1 | i | i | i | i | i | i | 23.1 | 1.3 | i | i | i
O=C(O)c1ccc(NCc2nc3ccccc3n2Cc2ccccc2F)cc1 | i | i | i | i | i | i | 10.8 | 0.3 | i | i | i

The list continues:
SMILES | PolyA inh | TRPC6 activator | TRPC4 agonist | MrgX1 allo act | MrgX1 agonist | MrgX1 antagonist | AI-2 QS mod | HIF act | TRPC4 potent | TRPC6 inhibitor | TRPC4 inh
CCN1CCN(C(=O)/C=C/c2ccc([N+](=O)[O-])cc2)CC1 | i | i | i | i | i | i | 1.2 | 2.4 | i | i | i
COc1ccc2[nH]c3c(=O)n(CCN4CCOCC4)cnc3c2c1 | i | i | i | i | i | i | 6.4 | 0.2 | i | i | i
c1cncc(-c2nn3c(Cn4nnc5ccccc54)nnc3s2)c1 | i | i | i | i | i | i | -3.0 | 0.2 | i | i | i
O=C(CN1CCCCCC1)Nc1ccccc1[N+](=O)[O-] | i | i | i | i | i | i | . | -0.8 | i | i | i
COc1cc2[nH]c(=O)c(C(=O)NCc3ccccc3Cl)c(O)c2cc1OC | i | i | i | i | i | i | 10.0 | -1.2 | i | i | i
Nc1ncccc1OCc1ccc(Br)cc1 | i | i | i | i | i | i | 12.5 | 4.5 | i | i | i
O=C(c1ccco1)N(Cc1cccc(Cl)c1)C1CCS(=O)(=O)C1 (stereo not given) | i | i | i | i | i | i | 5.1 | 0.2 | i | i | i
Cc1ccc2c(c1)N(CCC(=O)NCC1COc3ccccc3O1)C(=O)CO2 (stereo not given) | i | i | i | i | i | i | -6.9 | -0.2 | i | i | i
Cc1ccc(C(=O)O/N=C(\N)c2nonc2N)cc1 | i | i | i | i | i | i | -19.6 | 1.2 | i | i | i
CCNc1nc(NC(C)(C)C)nc(N2CCCCC2)n1 | i | i | i | i | i | i | 31.9 | -0.2 | i | i | i
O=C1C2C3C=CC(C4CC34)C2C(=O)N1Cc1ccco1 (stereo not given) | i | i | i | i | i | i | -42.2 | -0.2 | i | i | i
CN1C[C@@H]2C(c3ccc(C(F)(F)F)cc3)C3(c4cccnc4)CC2(C3)[C@H]1c1ccccc1 (stereo not given in full) | i | i | i | i | i | i | 23.3 | 0.4 | i | i | i
COc1ccc2cc(C(c3nnnn3CCc3ccccc3)N3CCCC(C)C3)c(=O)[nH]c2c1 (stereo not given) | i | i | i | i | i | i | 21.8 | 0.0 | i | i | i
c1ccc(COc2ccccc2CNCc2cccnc2)cc1 | i | i | i | i | i | -6.34* | 18.4 | -0.4 | i | i | i
Cc1ccccc1C(=O)NC(NCC1CCCO1)C(Cl)(Cl)Cl (stereo not given) | i | i | i | i | i | i | 7.1 | -0.1 | i | i | i
COc1ccc(S(=O)(=O)N(C)CC(=O)N2CCOCC2)cc1 | i | i | i | i | i | i | 16.4 | -0.8 | i | i | i
Cc1noc(NS(=O)(=O)c2ccc(N/C=C/C(=O)c3ccc4c(c3)OCO4)cc2)c1C | i | i | i | i | i | i | 27.4 | -0.1 | i | i | i
Cc1ccccc1-n1nc(C)c2cc(C(=O)NCc3cccnc3)sc21 | i | i | i | i | i | i | 48.4 | -0.4 | i | i | i
CSc1ccc(S(=O)(=O)Nc2cccc(F)c2)cc1 | i | i | i | i | i | i | -6.5 | 0.2 | i | i | i
COc1cccc(-c2nnc(-c3ccccc3[N+](=O)[O-])o2)c1 | i | i | i | i | i | i | 1.8 | 3.4 | i | i | i
COc1ccc(CCNC(=O)c2ccc(Cl)cc2)cc1OC | i | i | i | i | i | i | 4.7 | -0.8 | i | i | i
CCn1c(CNC(=O)c2ccc(OC)c(OC)c2)nnc1SCC(=O)Nc1ccccc1 | i | i | i | i | i | i | 23.0 | -0.1 | i | i | i
CC1=CC(C)C2(COC(=O)Nc3ccccc3)COC(C)C1C2C (stereo not given) | i | i | i | i | i | i | 2.3 | -0.4 | i | i | i
COc1cc(NC(=O)CCN2CCN(Cc3ccccc3)CC2)cc(OC)c1 | i | i | i | i | i | i | 6.6 | -0.2 | i | i | i
Cc1ccc(/C(O)=C2/C(=O)C(=O)N(CCN3CCOCC3)C2c2cccnc2)cc1 (stereo not given) | i | i | i | i | i | i | 10.5 | 0.7 | i | i | i

The list continues.
SMILES | PolyA inh | TRPC6 activator | TRPC4 agonist | MrgX1 allo act | MrgX1 agonist | MrgX1 antagonist | AI-2 QS mod | HIF act | TRPC4 potent | TRPC6 inhibitor | TRPC4 inh
CCOC(=O)c1c(C)[n+](-c2ccc(C)cc2)c(CC)c2cc(OC)c(OC)cc12 | i | i | i | i | i | i | 17.2 | 0.0 | i | i | i
CC(=O)N1CCOc2ccc(S(=O)(=O)N3CCC(C)CC3)cc21 | i | i | i | i | i | i | . | 0.6 | i | i | i
CCCc1cc(C(=O)N2CCCC(Cc3ccccc3C)(C(=O)OCC)C2)no1 (stereo not given) | i | i | i | i | i | i | 13.7 | 0.1 | i | i | i
CCCN[C@@H]1C(=O)N2C(C(=O)OCCC)=C(C)CS[C@H]12 | i | i | i | i | i | i | 6.5 | 0.7 | i | i | i
N/C(=N\OC(=O)/C=C/c1ccccc1Cl)c1ccncc1 | i | i | i | i | i | i | 1.1 | 2.0 | i | i | i
Cc1cc(C)n(-c2nc3ccccc3c(=O)n2OCC(=O)N(C)C)n1 | i | i | i | i | i | i | -2.0 | 0.0 | i | i | i
CC(=O)c1c(O)cc(O)c(C(C)=O)c1O | i | i | i | i | i | i | -24.0 | -0.6 | i | i | i
CCN(CC)S(=O)(=O)c1ccc(C(=O)NCc2ccc3c(c2)cc(C)n3C)cc1 | i | i | i | i | i | i | 5.5 | -0.1 | i | i | i
COc1cccc(Sc2ccccc2/C=N/NC(N)=O)c1 | i | i | i | i | i | i | 15.3 | 0.5 | i | i | i
C=CCc1cccc(OC)c1OCCOCCn1ccnc1 | i | i | i | i | i | i | 26.1 | -0.2 | i | i | i
Cc1ccc(C(=O)Nc2ccccc2C(=O)N2CC3(C)CC2CC(C)(C)C3)cc1 (stereo not given) | i | i | i | i | i | i | 13.7 | -24.7 | i | i | i
Cc1nnc(N2CCC(C(=O)N3CCCCC3)CC2)c2nn(-c3ccc(Cl)cc3)c(C)c12 | i | i | i | i | i | i | 24.6 | 1.1 | i | i | i
